# Source: PubChem BioAssay (several laboratories)
# Neddyl block: inhibitors of cullin neddylation, primary screen, biochemical, TR-FRET, uHTS, NAE and Ubc12 | 0.58% of 360,000 active | calls only at 25 µM | NEDD8-conjugating enzyme Ubc12 (Homo sapiens) + NEDD8-activating enzyme E1 regulatory …; in the data active = inhibition above about 36%
# MT1-MMP act inh: blockers of MT1-MMP proenzyme processing, primary screen, HT1080 RFP-PRO-GFP cells, GFP/RFP fluorescence. Matrix metalloproteinase-14 (Homo sapiens), P50281. 0.061% of 360,000 active. GFP/RFP ratio fluorescence, overnight; percent of plate control window, DMSO zero. GFP/RFP ratio change, % at 20 µM;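 active = GFP/RFP ratio change of at least 30% with cell ATP level not reduced by more than half and red fluorescence within 50% of control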; note: strong numbers were not always called active
#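 Assay system: HT1080 RFP-PRO-GFP cells | Dosing: 20 µM single dose, 1% DMSO | Incubation: Cells overnight before dosing, compound overnight, 37 °C, 5% CO2 | Evaluation: GFP/RFP fluorescence ratio | Control set: DMSO-only wells and HT1080 RFP-L50D-GFP cell wells as references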
# CendR NRP1 mod: modulators of CendR peptide binding to NRP-1, primary screen, biochemical, fluorescence polarization, uHTS. 0.85% of 360,000 active. FAM-RPARPAR peptide binding to NRP-1. inhibition, % at 25 µM. AID 602438, 2012. Neuropilin-1 (Homo sapiens), O14786;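 active = inhibition or corrected inhibition above about 18%, plus a signal ratio from 0.5 to 1.5, limit read from the data, passing the limit was not always enough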; note: strong numbers were not always called active
# SKN-1 inh: suppressors of acrylamide-induced Pgst-4::GFP reporter in worms, primary screen, SKN-1 inhibitor project, whole organism, uHTS, GFP/RFP fluorescence ratio, strain VP596; C. elegans VP596 Pgst-4::GFP/RFP ratio, 24 h; 0.49% of 360,000 active; inhibition, % at 21.8 µM;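 active = interference check ratio from 0.5 to 1.5 plus GFP to RFP signal ratio inhibition reaching or exceeding a fixed threshold, cut at about 30% in these data, passing the limit was not always enough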; note: some compounds called inactive have numbers as strong as hits
# MsrA inhibitor: bovine MsrA enzyme inhibitors, primary screen, biochemical, absorbance, HTS | Methionine sulfoxide reductase A (Bos taurus) | purified bovine MsrA, absorbance read-out | inhibition, % at 15.5 µM | 0.75% of 360,000 active; in the data active = inhibition above about 4.5%;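 note: 0% = vehicle wells with enzyme and 100% = reference inhibitor wells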
# bovine MsrA act: bovine MsrA enzyme activators, primary screen, biochemical, absorbance, HTS; 0.3% of 360,000 active; activation, % at 10.6 µM; purified bovine MsrA, absorbance read-out; Methionine sulfoxide reductase A (Bos taurus); AID 602163, 2012; in the data active = activation above about 7.5%;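 note: 0% = vehicle and 100% = reference activator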
# E coli Lon inh: inhibitors of E. coli Lon protease, primary screen, biochemical, fluorescence polarization. P0A9M0. purified E. coli Lon protease. inhibition, % at 7.94 µM. 0.42% of 360,000 active. AID 602123, 2011; in the data active = inhibition above about 13%, passing the limit was not always enough;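 note: 0% = enzyme with probe and DMSO and 100% = no enzyme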
# Target sequence (P0A9M0 whole entry, looked up): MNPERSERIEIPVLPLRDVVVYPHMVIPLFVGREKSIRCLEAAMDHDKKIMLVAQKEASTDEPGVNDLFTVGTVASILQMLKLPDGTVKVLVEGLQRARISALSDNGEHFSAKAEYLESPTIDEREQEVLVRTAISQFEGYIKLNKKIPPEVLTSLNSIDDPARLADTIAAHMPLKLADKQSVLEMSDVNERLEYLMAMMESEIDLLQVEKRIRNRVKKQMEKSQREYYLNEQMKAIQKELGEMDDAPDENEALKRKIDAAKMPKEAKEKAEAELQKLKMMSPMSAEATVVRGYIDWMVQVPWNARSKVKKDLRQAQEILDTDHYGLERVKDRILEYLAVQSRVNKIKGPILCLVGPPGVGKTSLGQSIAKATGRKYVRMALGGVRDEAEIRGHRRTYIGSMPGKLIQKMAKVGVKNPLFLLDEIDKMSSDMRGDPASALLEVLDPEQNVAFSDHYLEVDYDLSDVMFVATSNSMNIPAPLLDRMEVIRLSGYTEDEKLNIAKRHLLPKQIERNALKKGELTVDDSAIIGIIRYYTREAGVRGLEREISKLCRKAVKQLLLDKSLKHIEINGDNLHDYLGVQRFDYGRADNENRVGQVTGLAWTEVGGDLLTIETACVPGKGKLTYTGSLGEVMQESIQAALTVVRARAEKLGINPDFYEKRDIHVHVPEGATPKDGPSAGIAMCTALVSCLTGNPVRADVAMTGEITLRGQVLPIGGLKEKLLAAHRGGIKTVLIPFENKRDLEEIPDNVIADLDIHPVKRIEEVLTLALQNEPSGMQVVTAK
# FAS-TE inh: FAS thioesterase domain inhibitors, primary screen, biochemical, fluorescence intensity, uHTS | inhibition, % at 15 µM | recombinant FAS-TE, OMFH fluorogenic substrate, fluorescence endpoint | 0.67% of 360,000 active;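 active = compounds whose normalised, plate-corrected inhibition of enzyme fluorescence in the single-dose primary screen is 50% or more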;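 note: 0% = DMSO with enzyme and 100% = substrate without enzyme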
# Rin1-Abl PPI inh: inhibitors of Rin1-Abl protein binding, primary screen, biochemical, TR-FRET; 0.4% of 360,000 active; Tyrosine-protein kinase ABL1 (Homo sapiens) + Ras and Rab interactor 1 (Homo sapiens), …; AID 588664, 2011; inhibition, % at 7.35 µM; in the data active = inhibition above about 5%, passing the limit was not always enough
# * hit, by the source's call; i = inactive; . = not tested or not shown. This is a random part of the collection. About 4.2% of those tested had a hit in this group.
# Every second line gives: Neddyl block | MT1-MMP act inh | CendR NRP1 mod | SKN-1 inh | MsrA inhibitor | bovine MsrA act | E coli Lon inh | FAS-TE inh | Rin1-Abl PPI inh
(1) COC(=O)[C@]1(Cc2ccccc2)N[C@H](CN(C)C(=O)Nc2ccc(F)cc2)[C@@H]2C(=O)N(Cc3ccccc3)C(=O)[C@@H]21
    i | 3 | 16 | -3 | 0.4 | -4 | -3 | 14 | -1
(2) CCOC(=O)c1cnc2nc(NCc3ccc(OCc4ccccc4)cc3)[nH]n2c1=O
    i | 9 | -3 | -11 | 0.3 | -3 | -3 | 0 | -2
(3) COc1cc(CSc2nnnn2-c2ccc(C)cc2)cc(OC)c1OC
    i | 10 | 0 | 0 | 0.6 | -6 | -9 | 9 | 1
(4) CCOC(=O)C1=C(O)C(=O)N(c2ccccc2)C1c1cccc([N+](=O)[O-])c1 (stereo not drawn)
    i | 8 | 26* | 13 | 2.7 | -4 | -3 | -2 | 1
(5) CC1=CC(C)(C)N2C(=O)C3(C(C#N)=C(N)Oc4cc(C)oc(=O)c43)c3cc(C)cc1c32 (stereo not drawn)
    i | 2 | -3 | 12 | -1.0 | 1 | -6 | -6 | 2
(6) O=C(c1ccc2c(c1)OCO2)C1CCCN(Cc2ccc(OC(F)F)cc2)C1 (stereo not drawn)
    i | 1 | 2 | 1 | -1.3 | 1 | -11 | 15 | 1
(7) c1ccc(-c2csc3ncnc(NCCN4CCOCC4)c23)cc1
    i | -1 | -8 | 35 | 0.2 | -5 | -1 | -2 | 0
(8) CC(=O)c1ccc(NC(=S)N2c3ccccc3CC2C)cc1 (stereo not drawn)
    i | 0 | -2 | -5 | 1.5 | -5 | -2 | 5 | 3
(9) CCOCc1nnc(NC(=O)CSc2ccc(C)cc2)s1
    i | 9 | -1 | -8 | 0.0 | 1 | 5 | -2 | 0
(10) Cc1ccc(C(=O)Nc2nncs2)cc1S(=O)(=O)N1CCOCC1
    i | 1 | 4 | -12 | 1.5 | 0 | 0 | -5 | 0
(11) Cc1ccc(N2CC(C(=O)Nc3nc4ccc(S(C)(=O)=O)cc4s3)CC2=O)cc1C (stereo not drawn)
    i | -5 | 0 | -15 | -1.1 | -3 | 3 | 1 | 4
(12) CCOc1cc(C(=S)N2CCOCC2)cc(Br)c1OS(=O)(=O)c1ccccc1
    i | 0 | -2 | 25 | -0.4 | 0 | -9 | 29 | 2
(13) O=C(CCc1nnc(CCc2ccccc2)o1)N1CCCCC1CCn1cccn1 (stereo not drawn)
    i | 6 | -2 | 1 | 2.6 | -4 | -1 | -5 | -4
(14) Cc1c(CC(=O)O)c(=O)oc2cc(OCc3ccc(F)cc3F)ccc12
    . | 1 | 23 | -11 | 1.2 | -3 | -4 | -2 | 0
(15) COC(=O)c1cccc(/C=N/NC(N)=S)c1O
    . | 0 | 10 | -7 | 4.0 | -5 | 6 | -6 | -4
(16) CCN(Cc1ccccc1)S(=O)(=O)c1ccc2c(c1)NC(=O)CS2
    i | 7 | 18 | -4 | 0.2 | 4 | -7 | 2 | 0
(17) COc1ccc(CCNC(=O)c2c(O)c3ccccc3[nH]c2=O)cc1OC
    i | 0 | -8 | 2 | 0.8 | 2 | -4 | 0 | -4
(18) O=C(NC1CCS(=O)(=O)C1)c1ccccc1C(=O)c1ccccc1 (stereo not drawn)
    i | -2 | 9 | -6 | -0.5 | 1 | 0 | -9 | 3
(19) O=C(NCCCn1ccnc1)/C(=C/c1cccnc1)NC(=O)c1ccco1
    i | -4 | -1 | 1 | -0.5 | -3 | -2 | -4 | 1
(20) Cn1c(N2CCN(c3ccccn3)CC2)nc2c1c(=O)n(Cc1ccc(Cl)cc1)c(=O)n2C
    i | -3 | 5 | -6 | -0.1 | -1 | 0 | 9 | 2
(21) Cc1cc(N/N=C/c2cccc(Br)c2)nc2ccccc12
    i | 1 | -5 | 2 | 0.8 | -6 | -6 | -5 | -2
(22) CCOc1ccc2c(c1)C(c1ccccc1)=NNC(c1ccccc1)=N2
    i | -3 | 1 | 10 | -0.4 | 0 | -12 | 4 | -2
(23) Nc1ccc2nn(-c3cc([N+](=O)[O-])ccc3O)nc2c1
    i | 7 | 12 | 10 | 0.6 | -3 | -5 | -1 | 2
(24) COc1ccc([N+](=O)[O-])cc1NC(=S)Nc1ccccc1
    i | -4 | 16 | 16 | 1.4 | -2 | -1 | 24 | -5
(25) O=C(CN1C(=O)NC(c2ccccc2)(c2ccccc2)C1=O)N1CCN(c2ccc(F)cc2)CC1
    i | 3 | -4 | 14 | -0.8 | -2 | -10 | 13 | 0
(26) Cc1nn(-c2ccccc2)c(Cl)c1C(=O)NC1CCCCC1
    i | -3 | 0 | 10 | -0.4 | -8 | -14 | -2 | 0
(27) CCOC(=O)c1c(C)c(C(=O)N2CCN(c3cccc(Cl)c3)CC2)c(C)n1C
    i | 1 | 18 | -21 | -0.8 | -10 | 1 | 14 | -5
(28) Cc1ccc(OCCNCC(O)COc2ccccc2)cc1 (stereo not drawn)
    i | 4 | -1 | 15 | -0.6 | 0 | -4 | -3 | 3
(29) COc1cc(C)ccc1OCCCCOc1ccccc1C(C)=O
    i | -1 | 2 | 7 | 0.1 | -3 | -10 | 31 | -2
(30) C[C@@H]1CN([C@@H](C)CO)C(=O)c2cc(Br)cnc2O[C@@H]1CN(C)S(C)(=O)=O
    i | 2 | 14 | 16 | -1.8 | 0 | 2 | -6 | 3
(31) COc1ccc(Cl)cc1N(CC(=O)NC1CC2CCC1C2)S(=O)(=O)c1ccccc1 (stereo not drawn)
    i | 0 | 4 | -2 | -0.4 | -6 | -8 | 20 | -1
(32) CCN1CCN(S(=O)(=O)c2cc3c(cc2Cl)NC(=O)CO3)CC1
    i | -9 | -8 | 6 | 0.2 | 0 | -2 | -5 | -2
(33) CS(=O)(=O)N1CCN(c2ccccc2NC(=O)c2ccc(-c3ccc(Br)cc3)o2)CC1
    i | -2 | 8 | 19 | 3.9 | -11 | -5 | 36 | -13
(34) COC(=O)c1ccc(Cn2cc(Cl)cn2)o1
    i | 1 | 10 | 12 | 1.1 | -1 | 4 | -2 | -1
(35) COc1ccc(C(=O)NCC(c2cccs2)N2CCc3ccccc32)cc1OC (stereo not drawn)
    i | -5 | 12 | 7 | -1.1 | -4 | -10 | 14 | 0
(36) CCCCC(NC(C)=O)c1nc2ccccc2n1CCCC (stereo not drawn)
    i | 0 | 3 | 19 | -0.3 | 0 | -6 | -4 | -1
(37) COc1ccccc1NS(=O)(=O)c1ccc(O)c(C(=O)OCC(=O)Nc2ccccc2F)c1
    i | 2 | -18 | 3 | 0.3 | -1 | 11 | 2 | 2
(38) CC(=O)c1c(C)nn(-c2ccccc2)c1C
    i | 1 | -1 | -2 | 2.4 | 0 | -5 | -5 | -1
(39) COc1cc(C(=O)NC(=S)Nc2ccc(Cl)cn2)cc(OC)c1OC
    i | 25 | 21 | 16 | 1.3 | -2 | -7 | 5 | -4
(40) COc1ccc(-c2nnc(SCc3nnc(-c4ccccc4)o3)n2C)cc1OC
    i | 5 | 3 | -16 | -0.5 | 0 | 3 | -5 | 2
(41) COc1cc(OC)c(OC)cc1/C=C1/C(=O)N=C(N)N1C
    i | -25 | -78 | 4 | 2.1 | -3 | -8 | -74 | 3
(42) CSc1cccc(NC(=S)N2CCC(c3ccccc3)C2)c1 (stereo not drawn)
    i | 1 | 9 | 13 | -1.7 | -1 | -4 | 13 | 2
(43) CCOC(=O)C1=C(C)N=c2s/c(=C3\C(=O)Nc4ccccc43)c(=O)n2C1c1ccc2c(c1)OCO2 (stereo not drawn)
    i | 1 | -10 | -6 | 1.8 | -1 | -3 | 18 | 1
(44) CCc1cc(C(=O)N/N=C/c2c(C)[nH]c3ccccc23)cs1
    i | 3 | 10 | 11 | 4.4 | -2 | 0 | 4 | 1
(45) Cc1ccc(OCC(=O)NNC(=O)CCc2ccccc2)c(Br)c1
    i | -1 | -3 | 15 | -0.3 | -2 | -4 | 1 | -3
(46) Nc1nc(SCC(=O)c2cccc([N+](=O)[O-])c2)n[nH]1
    i | -1 | -3 | 6 | 0.2 | -7 | 1 | -9 | 0
(47) O=C(NCCN1CCCCCC1)C1CCC(CNS(=O)(=O)c2cccc3cccnc23)CC1 (stereo not drawn)
    i | -3 | 9 | 6 | -1.0 | 0 | 6 | -4 | -4
(48) CC(C)(C)CC(=O)Nc1cccc2c1CCCC2
    i | 0 | 7 | -6 | -0.4 | -1 | -2 | -6 | -1
(49) COC(=O)c1ccccc1NC(=O)[C@@H]1CCC(=O)N1C1OC(=O)c2c1ccc(OC)c2OC (stereo partly drawn)
    i | 10 | -14 | -15 | 0.5 | -2 | -4 | 0 | 1
(50) O=C(/C=C/c1ccc2c(c1)OCO2)N1CCN(c2ccccc2F)CC1
    i | -3 | -10 | -3 | 0.6 | -9 | -1 | 4 | 2
(51) CC(C)C1Oc2ccccc2N(CC(=O)NCCCN2C(C)CCCC2C)C1=O (stereo not drawn)
    i | -2 | -4 | 7 | -0.5 | 1 | -6 | -8 | -2
(52) CCN(c1ccccc1)S(=O)(=O)c1cc(NC(=O)CSc2n[nH]c(=O)[nH]c2=O)ccc1Cl
    i | -1 | -21 | -5 | 0.4 | -2 | -2 | -2 | -2
(53) FC(F)(F)c1cc(CCN2C(=S)NC[C@@H]2c2ccccc2)cc(C(F)(F)F)c1
    i | 7 | -8 | 10 | -0.8 | 3 | 3 | -46 | 2
(54) C[C@H](CO)N1C[C@H](C)[C@H](CN(C)S(=O)(=O)c2ccc(Oc3ccccc3)nc2)OCc2cnnn2CCCC1=O
    i | -2 | 5 | 0 | -0.5 | -3 | -2 | -6 | 2
(55) CC1(C)CC(=O)C(C=NC2CC(C)(C)NC(C)(C)C2)=C(O)C1
    i | 2 | 2 | 1 | -0.5 | -2 | -10 | -5 | 1

# 7 of the compounds above, tab-delimited:
No.	structure	Neddyl block	MT1-MMP act inh	CendR NRP1 mod	SKN-1 inh	MsrA inhibitor	bovine MsrA act	E coli Lon inh	FAS-TE inh	Rin1-Abl PPI inh
9	CCOCc1nnc(NC(=O)CSc2ccc(C)cc2)s1	i	9	-1	-8	0.0	1	5	-2	0
25	O=C(CN1C(=O)NC(c2ccccc2)(c2ccccc2)C1=O)N1CCN(c2ccc(F)cc2)CC1	i	3	-4	14	-0.8	-2	-10	13	0
7	c1ccc(-c2csc3ncnc(NCCN4CCOCC4)c23)cc1	i	-1	-8	35	0.2	-5	-1	-2	0
13	O=C(CCc1nnc(CCc2ccccc2)o1)N1CCCCC1CCn1cccn1 (stereo not drawn)	i	6	-2	1	2.6	-4	-1	-5	-4
4	CCOC(=O)C1=C(O)C(=O)N(c2ccccc2)C1c1cccc([N+](=O)[O-])c1 (stereo not drawn)	i	8	26*	13	2.7	-4	-3	-2	1
8	CC(=O)c1ccc(NC(=S)N2c3ccccc3CC2C)cc1 (stereo not drawn)	i	0	-2	-5	1.5	-5	-2	5	3
37	COc1ccccc1NS(=O)(=O)c1ccc(O)c(C(=O)OCC(=O)Nc2ccccc2F)c1	i	2	-18	3	0.3	-1	11	2	2
